# High-throughput results: PubChem, Southern Research Specialized Biocontainment Screening Center
# Rac1 GTP hydrolysis – MgcRacGAP GTPase-activating activity inhibitors, confirmation, biochemical, ADP Hunter fluorescence; 0.6% of 340,000 active; AID 624330; inhibition, % at 30 µM, or IC50 in µM where a hit was titrated; MgcRacGAP-stimulated Rac1 GTP hydrolysis, ADP Hunter fluorescence; higher % means a stronger effect; GST-tagged Rac1 F28L mutant substrate;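 active = first-screen hits whose inhibition reached a set limit at any dose in the follow-up dose series; inconclusive = inhibition above the set first-screen limit but never retested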;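 note: fluorescence reports GDP produced by GAP-driven GTP hydrolysis; strong numbers were not always called active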
# The depositor's hits bear a star; ? = inconclusive. These rows are one share of the data, so the mix of outcomes need not match the whole.
entry	structure	Rac1 GTP hydrolysis
1	Cc1ccc(CNC(=O)c2cccc3c2C(=O)c2ccc(N4CCOCC4)cc2S3(=O)=O)cc1	4%
2	O=C(NCc1ccc(Cl)cc1)N1CCN(C(=O)c2ccccc2)CC1	0%
3	Cc1c(NC(=O)COC(=O)c2cccc(F)c2)c(=O)n(-c2ccccc2)n1C	12%
4	COCC(=O)Nc1ccc2c(c1)[C@@H]1C[C@H](CC(=O)OC)O[C@H](CO)[C@@H]1O2	11%
5	CN1CCC(N(C)S(=O)(=O)c2ccc(NC(=O)COc3ccc(Cl)cc3)cc2)CC1	5%
6	CCCn1c(C)cc(C(=O)CN2C(=O)NC3(CCCCCC3)C2=O)c1C	0%
7	CC(=NNC(=S)N1CC2CCC(CC2)C1)c1cccc(C)n1	8%
8	Cc1ccc(C(=O)COC(=O)c2nc3nccc(C)n3n2)c(C)c1	5%
9	CN1CC[C@@H]2C(=O)N3CCc4ccc(Br)cc4[C@@H]3C[C@@H]21	10%
10	COc1cc(N)c(Cl)cc1C(=O)OCC(=O)N(C)C1CCCCC1	1%
11	Cc1ccc(S(=O)(=O)NCCC(=O)NC2CCC(C)CC2)cc1 (centres undefined)	8%
12	Oc1ccc(C[C@H]2CNC(=S)N2CC2CCCN2C[C@H](Cc2ccc(O)cc2)N2C[C@H](Cc3ccccc3)N(CC3CCCCC3)C2=S)cc1 (some centres undefined)	4%
13	Cn1c(N)c(C(=O)COC(=O)c2ccccc2C(F)(F)F)c(=O)n(C)c1=O	7%
14	NC1=C(Cl)C(=O)c2ccccc2C1=O	4%
15	COc1ccc2cc([C@H](C)C(=O)OCc3cn(CC(=O)c4ccc(O)cc4)nn3)ccc2c1	9%
16	N#Cc1ccc(CN2CCN(C(=O)c3cccc(S(=O)(=O)N4CCCCCC4)c3)CC2)cc1	4%
17	Cc1cc(C)cc(-c2nnc(SCC(=O)NCC3CCCO3)o2)c1 (centres undefined)	3%
18	COc1ccc([C@H]2CC(=O)C=C(c3ccccc3)C2)cc1	4%
19	O=C1CCC2(CCCCC2)N1	3%
20	O=C(COC(=O)COc1ccc2c(c1)CCC2)Nc1ccccc1	4%
21	O=C(COC(=O)c1ccccc1O)NC1CCCc2ccccc21 (centres undefined)	9%
22	COc1ccc(NC(=O)CN2C(=O)NC(C)(c3ccccc3)C2=O)cn1 (centres undefined)	4%
23	O=C(C[C@@H]1C/C=C\C[C@@H](Cc2ccc(F)cc2)C(=O)OC[C@H]2CCCN2C1=O)N[C@H](CO)Cc1ccccc1	5%
24	Cc1ccccc1OCC(=O)NNC(=O)C1CC(=O)N(c2ccc3c(c2)OCCO3)C1 (centres undefined)	-4%
25	O=C(Nc1nnc(-c2ccc(Cl)s2)o1)C1CCCCC1	1%
26	CCN(CC)S(=O)(=O)c1ccc(C(=O)N2CCN(C(=O)c3ccco3)CC2)cc1	-2%
27	C=C1C(=O)OC2C1CCC(C)=C1C(=O)C3OC3(C)C12 (centres undefined)	12%
28	CC1Cc2ccccc2N1S(=O)(=O)c1cccc(C(=O)NNC(=O)c2ccccc2F)c1 (centres undefined)	7%
29	COCCn1c(SCC(=O)NC2(C#N)CCCCC2)nc2ccccc2c1=O	6%
30	O=C1c2ccccc2/C(=C\C#Cc2ccccn2)N1c1ccccc1	5%
31	C[C@@H]1COC(=O)[C@@H](Cc2ccc(F)cc2)C/C=C\C[C@@H](CC(=O)N(CCO)Cc2ccccc2)C(=O)N1	9%
32	COc1ccc(C(=O)c2ccccc2)cc1CN1CCOCC1	26%
33	CCN(CC)S(=O)(=O)c1cc(NC(=O)c2ccccc2OCc2c(C)noc2C)ccc1C	4%
34	Cc1noc(C)c1S(=O)(=O)N(C)C[C@H]1Oc2c(NC(=O)NC3CCCCC3)cccc2C(=O)N([C@H](C)CO)C[C@@H]1C	0%
35	O=C(COC(=O)/C=C/c1c(F)cccc1Cl)NCC1CCCO1 (centres undefined)	9%
36	CCOc1cc(C(=O)OCc2cc(=O)n3c(C)csc3n2)ccc1OC	-2%
37	Cc1ccn2cc(C(=O)Nc3cccc(C(=O)NC4CC4)c3)nc2c1	4%
38	Cn1c(N)c(C(=O)COC(=O)C2Cc3ccccc3CN2S(C)(=O)=O)c(=O)n(C)c1=O (centres undefined)	14%
39	O=[n+]1c2c(n([O-])c3cc(F)c(N4CCCC4)cc31)CCC2	10%
40	CC(C)c1nc(SCC(=O)N2CCCCC2)c2c(=O)n(C)c(=O)n(C)c2n1	7%
41	Cc1ccccc1C(=O)NNS(=O)(=O)c1ccc(F)cc1	-2%
42	O=C(COC(=O)c1cc(F)c(F)cc1Cl)NC1CCCCCC1	-27%
43	O=C(CC1Sc2ccccc2NC1=O)NNc1cc(Cl)ccc1Cl (centres undefined)	3%
44	CN(C(=O)c1cccc(NC(=O)Cc2cccc([N+](=O)[O-])c2)c1)C1CC1	9%
45	COc1ccc(NC(=O)c2oc3ccc(S(=O)(=O)N4CCOCC4)cc3c2C)c(OC)c1	-6%
46	COc1ccc(C)cc1N1CC(C(=O)Nc2cccc(C(=O)NC3CC3)c2)CC1=O (centres undefined)	2%
47	O=C(C(=O)c1cc(Br)ccc1O)c1cc(Br)ccc1O	-1%
48	Cc1cccc(CNc2ncnc3ccc(-c4cccnc4)cc23)c1	4%
49	COc1ccc(C(=O)NCC(=O)N2CC=C(c3ccccc3)CC2)cc1OC	7%
50	COc1ccccc1CNC(=O)CN1NS(=O)(=O)c2ccccc2C1=O	-6%
51	CCC(=O)OCOc1ccc(/C=C2/CCC(CN(C)C)C2=O)cc1 (centres undefined)	14%
52	CN(CC(=O)Nc1ccc(F)cc1)CC(=O)N1CCCCCC1	-2%
53	Cn1nnnc1Sc1ncnc2scc(-c3ccc(-c4ccccc4)cc3)c12	12%
54	COC(=O)C[C@H]1C[C@@H]2c3cc(NC(=O)Nc4ccc(F)cc4)ccc3O[C@@H]2[C@@H](CO)O1	7%
55	Cc1cccc(C(=O)OCC(=O)Nc2ccccc2C(=O)NC2CC2)c1	-4%
56	Cc1c(C(=O)N2CCN(C3CCS(=O)(=O)C3)CC2)oc2c(F)cccc12 (centres undefined)	5%

# Later entries.
entry	structure	Rac1 GTP hydrolysis
57	CCN(CC)C(=O)c1[nH]cnc1C(=O)Nc1ccon1	6%
58	O=C(COC(=O)c1ccc(F)c(S(=O)(=O)N2CCOCC2)c1)c1ccc(Br)cc1	11%
59	O[C@@H]1CN(CC2CCCCC2)[C@@H](c2ccccc2)C[C@H]1n1cc(-c2ccc(F)cc2)nn1	14%
60	CC(C)Cc1nnc(N)s1	4%
61	Cc1cc(C)c(C)c(S(=O)(=O)Nc2ccccc2C(=O)NN2CCOCC2)c1C	-3%
62	O=C(CSc1nnc(-c2cccc(Br)c2)o1)NCC1CCCO1 (centres undefined)	11%
63	Cc1ccc(NC(=O)CNc2cc(S(=O)(=O)N3CCOCC3)ccc2N2CCOCC2)cc1S(=O)(=O)N(C)C	8%
64	COc1ccc(C2c3[nH]c4ccccc4c3C[C@H]3C(=O)N(c4ccccc4C(=O)N4CCC[C@@H]4C(=O)O)C(=O)N23)cc1 (some centres undefined)	1%
65	Cc1ccc2nc(SCC(=O)Nc3oc(C)c4c(C)n[nH]c(=O)c34)[nH]c2c1	6%
66	C=CCOc1ccc(/C=C/C(=O)OCC(=O)NNC(=O)c2ccccc2F)cc1	5%
67	COc1ccc(N2CCCC2=O)cc1S(=O)(=O)N1CCOCC1	15%
68	CCC(C)Cn1cnc2c(SCc3ccccn3)nc(N)nc21 (centres undefined)	9%
69	COc1ccc([C@H]2CC(=O)C=C(c3cc(Br)ccc3OC)C2)cc1	5%
70	C[C@@H]1CN([C@@H](C)CO)C(=O)CCCn2nncc2CO[C@H]1CN(C)Cc1ccc(C(F)(F)F)cc1	-13%
71	COc1cc(OC)c(N(C)S(=O)(=O)c2cccc(C(=O)NCc3cccs3)c2)cc1Cl	14%
72	COc1ccc(C2/C=C\CC(NS(=O)(=O)c3ccc(C)cc3)CC(=O)N2Cc2ccccc2F)cc1 (centres undefined)	8%

# Reprinted from the part before: two compounds, then new ones.
entry	structure	Rac1 GTP hydrolysis
71	COc1cc(OC)c(N(C)S(=O)(=O)c2cccc(C(=O)NCc3cccs3)c2)cc1Cl	14%
72	COc1ccc(C2/C=C\CC(NS(=O)(=O)c3ccc(C)cc3)CC(=O)N2Cc2ccccc2F)cc1 (centres undefined)	8%
73	CC12CCC(=O)N1C(C(=O)Nc1nccs1)CS2 (centres undefined)	-96%
74	CC(C)C1C(=O)N(Cc2cn(Cc3ccco3)nn2)CCS(=O)(=O)N1Cc1ccc(-c2ccccc2)cc1 (centres undefined)	13%
75	C[C@@H]1CCCCO[C@@H](CN(C)C(=O)CCCN(C)C)[C@@H](C)CN([C@H](C)CO)C(=O)c2cc(NC(=O)CCC(F)(F)F)ccc2O1	-8%
76	COc1ccc(CNC(=O)c2cccc(S(=O)(=O)N3CCCCC3)c2)cc1OC	8%
77	CCCCC1(CC(=O)OCC)SCCN1C(N)=O (centres undefined)	6%
78	CCn1cc(C(=O)NC2CCCC2)c(=O)c2cc(S(=O)(=O)N3CCOCC3)ccc21	11%
79	O=C(Nc1cc(-c2nc3ncccc3o2)ccc1Cl)c1ccc2c(c1)OCO2	3%
80	CC(C)[C@@H](CO)N(C)S(=O)(=O)c1ccccc1Br	9%
81	Cc1nc(Br)c(Br)n1Cc1ccccc1	1%
82	O=S(=O)(NCCCNS(=O)(=O)c1c(F)cccc1F)c1ccc2c(c1)OCCO2	-9%
83	CCCCCCn1c(=O)n2n(c1=O)C[C@]1(OC(=O)NCC3CCCCC3)CN(S(=O)(=O)c3ccc(C)cc3)C[C@]1(O)C2	13%
84	CC(=O)NCCc1ccc(C(=O)COC(=O)c2cccn2C)cc1	2%
85	Cc1nnc(Cc2ccco2)c2n[nH]c(C)c12	7%
86	COc1ccccc1S(=O)(=O)Cc1ccc(C(=O)NCCN(C)C)o1	5%
87	C[C@@H]1CCCCO[C@@H](CN(C)Cc2ccncc2)[C@@H](C)CN([C@H](C)CO)C(=O)c2cc(NC(=O)c3ccccc3)ccc2O1	14%
88	Cc1ccc(S(=O)(=O)N2CCC[C@H]2C(=O)OCC(=O)N2CCc3ccccc32)cc1	1%
89	COc1cc(S(=O)(=O)N2CCn3cccc3C2C)ccc1NC(C)=O (centres undefined)	1%
90	Cc1cc(C)cc(N(CCC#N)C(=O)COC(=O)CCc2c[nH]c3ccccc23)c1	2%
91	CCCCn1c(O)c(N=Nc2ccccc2O)c2ccccc21	11%
92	Cc1cccc(CN(C)C[C@H]2OCc3cnnn3CCCC(=O)N([C@H](C)CO)C[C@@H]2C)c1	17%
93	Cc1ccc([C@@H]2CC(=O)[C@@H]3CN(S(=O)(=O)c4ccc(C)cc4)[C@H](c4cccc5ccccc45)C[C@@H]3N2S(=O)(=O)c2ccc(Cl)cc2)cc1	15%
94	Cc1ccccc1Nc1n[nH]c(=S)s1	?
95	Cc1cccc(NC(=O)c2cccc(S(=O)(=O)N(C)C3CCCCC3)c2)n1	19%
96	COc1ccc(OCC(=O)Nc2nc3cc4c(cc3s2)OCCO4)cc1	4%
97	C[C@H]1CN([C@@H](C)CO)C(=O)CCCn2cc(nn2)CO[C@@H]1CN(C)S(=O)(=O)c1ccc2ccccc2c1	19%
98	CN(CC(=O)Nc1ccc(OC(F)(F)F)cc1)C(=O)c1ccccc1SCC(=O)N1CCCC1	7%
99	CCOC(=O)C1CCCN(C(=O)c2ccc(Cl)c(S(=O)(=O)N3CCc4ccccc43)c2)C1 (centres undefined)	-3%
100	O=C(Nc1ccc(OC(F)F)cc1)c1cc(S(=O)(=O)N2CCOCC2)ccc1N1CCCC1	1%
101	NC(N)=NCCCS(=O)(=O)Nc1ccc(Nc2c3ccccc3nc3cc([N+](=O)[O-])ccc23)cc1	13%
102	CCOC(=O)C(Cc1ccnc2ccccc12)=NO	5%
103	C=CC[C@H](CC(=O)NCCO)C(=O)N[C@H](COC(=O)[C@H](CC=C)CC(=O)OC(C)(C)C)c1ccccc1	5%
104	C=CC[C@H](CC(=O)N[C@H](CO)Cc1ccccc1)C(=O)N[C@H](COC(=O)[C@@H](CC=C)CC(=O)OC(C)(C)C)Cc1c[nH]c2ccccc12	2%

# Structural class, the entries above with an NH in an aromatic ring (7)
entry	structure	Rac1 GTP hydrolysis
57	CCN(CC)C(=O)c1[nH]cnc1C(=O)Nc1ccon1	6%
64	COc1ccc(C2c3[nH]c4ccccc4c3C[C@H]3C(=O)N(c4ccccc4C(=O)N4CCC[C@@H]4C(=O)O)C(=O)N23)cc1 (some centres undefined)	1%
65	Cc1ccc2nc(SCC(=O)Nc3oc(C)c4c(C)n[nH]c(=O)c34)[nH]c2c1	6%
85	Cc1nnc(Cc2ccco2)c2n[nH]c(C)c12	7%
90	Cc1cc(C)cc(N(CCC#N)C(=O)COC(=O)CCc2c[nH]c3ccccc23)c1	2%
94	Cc1ccccc1Nc1n[nH]c(=S)s1	?
104	C=CC[C@H](CC(=O)N[C@H](CO)Cc1ccccc1)C(=O)N[C@H](COC(=O)[C@@H](CC=C)CC(=O)OC(C)(C)C)Cc1c[nH]c2ccccc12	2%

# Carrying on.
entry	structure	Rac1 GTP hydrolysis
105	CCN1C(=O)[C@H]2[C@@H](c3ccc(OC)cc3)N[C@]3(CCCN(CCC(C)C)C3=O)[C@H]2C1=O	6%
106	CS(=O)(=O)c1ccc(-c2sc3ccccc3c2C(=O)NCCCN2CCOCC2)cc1	2%
107	Cc1ccc(S(=O)(=O)NNc2c3ccccc3nc3ccc(Cl)cc23)cc1	9%
108	COCCN(C(=O)COC(=O)c1ccc(-c2ccccc2)cc1)c1c(N)n(Cc2ccccc2)c(=O)[nH]c1=O	5%
109	CN(C)S(=O)(=O)c1cccc(C(=O)N2CCN(C(=O)C3CCCO3)CC2)c1 (centres undefined)	1%
